# High-throughput results: PubChem BioAssay, Sanford-Burnham Center for Chemical Genomics
# Gli-Sufu block: Gli-Sufu pathway antagonists, primary screen, luciferase luminescence, Sufu-KO-LIGHT cells, uHTS. Sufu-KO-LIGHT fibroblasts, Gli luciferase reporter luminescence. inhibition, % at 5 µM. 340,000 tested, 0.74% active;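 active means inhibition above about 55%, limit read from the data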;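 further: 0% = DMSO-treated cells and 100% = wells with medium but no cells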
# Jurkat NFkB inh: inhibitors of induced NF-kB luciferase reporter, primary screen, TCR NF-kB activation inhibitor project, cell-based, luminescence, uHTS; Jurkat, PMA/ionomycin-induced NF-kB luciferase reporter; inhibition, % at 4 µM; 330,000 tested, 0.53% active; in the data active means inhibition above about 50%
# CXCR6 block: CXCR6 receptor inhibitors, primary screen, cell-based, beta-arrestin, luminescence, CHO-K1 PathHunter, 1536-well; 360,000 tested, 0.36% active; inhibition, % at 20 µM; in the data active means inhibition above about 34%, passing the limit was not always enough;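 further: antagonist mode with CXCL16 agonist at 10 nM final; 0% = 10 nM CXCL16 with DMSO and 100% = unstimulated wells without agonist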
# Mdm2-MdmX inh: inhibitors of human Mdm2-MdmX association, primary screen, cell-based, luminescence, split luciferase, SaOS-2, uHTS | AID 485346, 2010 | Protein Mdm4 (Homo sapiens) + E3 ubiquitin-protein ligase Mdm2 (Homo sapiens), … | SaOS-2 split-luciferase Mdm2/MdmX complementation | 330,000 tested, 3% active | inhibition, % at 8 µM;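 active means inhibition of at least 50% at 8 µM in the primary screen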
# EBI2 block: EBI2 receptor antagonists, beta-arrestin recruitment, primary screen, cell-based, luminescence, 7a,25-OHC stimulation, uHTS | G-protein coupled receptor 183 (Homo sapiens), P32249 | 7a,25-OHC stimulated | inhibition, % at 5 µM | 360,000 tested, 0.81% active | AID 651636, 2012; in the data active means inhibition above about 38%;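 further: enzyme fragment complementation signal reports receptor beta-arrestin coupling in cells; 0% = agonist plus DMSO wells and 100% = wells without agonist; some results beyond the cut were filed as inactive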
# Target sequence (P32249 whole entry, looked up, the tested form may be a part): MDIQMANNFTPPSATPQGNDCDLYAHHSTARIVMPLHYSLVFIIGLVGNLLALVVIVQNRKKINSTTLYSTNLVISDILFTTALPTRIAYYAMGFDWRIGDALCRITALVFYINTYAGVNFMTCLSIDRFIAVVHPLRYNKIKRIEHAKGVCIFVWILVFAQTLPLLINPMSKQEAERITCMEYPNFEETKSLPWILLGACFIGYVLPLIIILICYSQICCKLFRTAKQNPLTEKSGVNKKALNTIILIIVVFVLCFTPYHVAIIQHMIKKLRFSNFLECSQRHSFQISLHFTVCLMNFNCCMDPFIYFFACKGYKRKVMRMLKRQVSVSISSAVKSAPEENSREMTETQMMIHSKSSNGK
# UPR XBP1 act: activators of adaptive XBP1 UPR arm, primary screen, cell-based, CHO-XBP1 luciferase reporter, luminescence, uHTS. 330,000 tested, 0.33% active. activation, % at 20 µM. IRE1-XBP1 UPR activation; percent of tunicamycin response, DMSO as zero. AID 463104, 2010;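 active means versus positive control, 20 µM dose yields 30% or more activation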;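 further: 100% = tunicamycin at 10 µg/mL and 0% = DMSO only wells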
#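 Material – CHO cell line with stable XBP1 luciferase reporter · Buffer or medium – F12 plus 10% FBS · Compound – single point, 20 µM final compound, 1% DMSO · Schedule – 16-18 h cell attachment at 37 °C, then 6 h compound exposure · Signal – Steady-Glo luminescence read · Benchmarks – high control tunicamycin 10 µg/mL final, low control DMSO vehicle only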
# CCR6 antag: CCR6 receptor antagonists, primary screen, cell-based, CHO-K1, luminescence, beta-arrestin, uHTS; 340,000 tested, 0.49% active; AID 493098, 2011; CHO-K1 CCR6 PathHunter beta-arrestin, CCL20-stimulated; C-C chemokine receptor type 6 (Homo sapiens), P51684; inhibition, % at 20 µM;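 active means compounds whose inhibition of the agonist-driven luminescence signal at 20 µM reaches about 50%, limit read from the data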;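 further: cells stimulated with CCL20 at 14 nM final; plate controls were DMSO with CCL20 for no effect and DMSO without agonist for full effect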
# Target sequence (P51684 whole entry, looked up): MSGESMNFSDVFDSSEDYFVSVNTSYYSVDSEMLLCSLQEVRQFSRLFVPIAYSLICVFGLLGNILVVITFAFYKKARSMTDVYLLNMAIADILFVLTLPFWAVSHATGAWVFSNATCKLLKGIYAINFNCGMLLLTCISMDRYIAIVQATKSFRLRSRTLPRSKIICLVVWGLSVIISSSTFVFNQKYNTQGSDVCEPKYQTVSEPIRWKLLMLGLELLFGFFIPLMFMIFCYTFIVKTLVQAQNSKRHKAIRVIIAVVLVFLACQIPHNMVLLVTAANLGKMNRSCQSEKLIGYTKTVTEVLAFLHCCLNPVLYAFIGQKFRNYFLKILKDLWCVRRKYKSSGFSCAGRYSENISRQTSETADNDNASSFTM
# CHOP UPR activ: activators of apoptotic CHOP UPR arm, primary screen, cell-based, CHO-CHOP luciferase reporter, luminescence, uHTS; UPR activation; percent of tunicamycin response over DMSO baseline; activation, % at 10 µM; AID 449763, 2010; 330,000 tested, 0.34% active;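 active means at 10 µM dose, activation of 40% or more, normalized to positive control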;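 further: 100% = tunicamycin at 10 µg/mL and 0% = DMSO alone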
#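 System: CHO-CHOP luciferase reporter cell line; amount: 500 cells/well; buffer or medium: F12 medium containing 10% fetal bovine serum; incubation: 6 h compound exposure at 37 °C after overnight seeding; measured by: luciferase luminescence after 10 min with Steady-Glo reagent; evaluation: % reporter activation, DMSO baseline versus tunicamycin full activation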
# 697 NFkB inh: inhibitors of PMA/ionomycin-induced NF-kB reporter, 697 cells, primary screen, B-cell NF-kB inhibitor project, cell-based, luminescence, uHTS | 697 B-cell NF-kB luciferase reporter, 16 h | inhibition, % at 4 µM | 330,000 tested, 0.33% active; in the data active means inhibition above about 35%
# An asterisk follows results filed as active; / = not tested or not shown.
1	Cc1ccc(C2=CSC3=NNC4(CCCCC4)NN23)cc1
2	O=C(C[n+]1ccc(-c2ccccc2)cc1)Nc1ccc([N+](=O)[O-])cc1
3	COc1ccc(OC)c(CN2CCN(C(=O)[C@@H](NC(=O)c3cccc(C)c3)C(C)C)CC2)c1
4	Cn1c(=O)[nH]c(=O)c2c1nc(N1CCc3ccccc3C1)n2CCSc1nc2ccccc2s1
5	OCc1ncc(-c2ccccc2)s1
6	CCOc1ccccc1/C=N/NC(=O)c1nnn(-c2nonc2N)c1CN1CCCC1
7	Cc1ccc(C(=O)SC2=NCCS2)cc1
8	O=C(c1ccco1)N1CCN(CCOCCOc2cccc3ccccc23)CC1

Screen / compound no.	1	2	3	4	5	6	7	8
Gli-Sufu block	-87	7	5	2	36	-3	-9	12
Jurkat NFkB inh	-33	-4	8	-4	-18	3	-5	-11
CXCR6 block	-8	0	6	8	-6	6	2	0
Mdm2-MdmX inh	-25	-3	28	26	-1	6	-3	20
EBI2 block	-1	-4	-8	18	-6	1	-15	3
UPR XBP1 act	-2	0	-2	34*	-3	-2	0	1
CCR6 antag	-13	-2	6	10	-8	6	5	12
CHOP UPR activ	3.5	0.4	-1.9	32	2.7	-0.6	-2.0	-1.3
697 NFkB inh	-20	6	18	3	-3	-10	6	-22

9	CCS(=O)(=O)N(CC(=O)Nc1cccc2ccccc12)c1ccc(OC)cc1
10	NNC(=O)c1ccc(Cn2cc(Br)cn2)o1
11	CCOC(=O)c1sc(NC(=O)CSC(=S)N2CCN(C)CC2)nc1C
12	CCCCN(C(=O)Nc1ccc(OCC)cc1)C1CCN(C(C)=O)CC1
13	C#CCNC(=O)C1=C[C@H](c2coc3ccccc3c2=O)C[C@H](OCCCCO)O1
14	CCn1c(SCc2cc(=O)n3ccsc3n2)nc2ccccc21
15	COCCn1c(CCC(=O)O)nc2c1c(=O)[nH]c(=O)n2CC(C)C
16	NC(=O)c1ccnc2c(O)cccc12

Screen / compound no.	9	10	11	12	13	14	15	16
Gli-Sufu block	-4	-4	4	-2	3	-2	1	11
Jurkat NFkB inh	-3	7	17	-2	7	-11	-2	6
CXCR6 block	-4	-6	4	-4	-11	1	1	-24
Mdm2-MdmX inh	-10	28	37	0	-30	-4	16	-5
EBI2 block	0	-19	-11	-6	-2	11	-9	-21
UPR XBP1 act	0	-2	1	1	-3	4	-3	2
CCR6 antag	7	6	19	-12	-10	-1	-1	-8
CHOP UPR activ	4.5	-1.6	-1.2	-1.7	0.4	-0.2	-1.5	1.6
697 NFkB inh	11	10	7	-5	-6	-7	4	-3

17	CCOc1ccc(OCC)c(NC(=O)CN2CCN(c3cc(C)ccc3C)CC2)c1
18	O=C(Nc1ccc(N2CCN(C(=O)C3CC3)CC2)cc1)c1cccs1
19	Cc1ccc2c(c1)-c1nc3ccccc3cc1C2=NC1CCCCC1
20	O=C(CN1CCc2cc3c(cc2C1)OCCCO3)Nc1ccc(S(=O)(=O)N2CCCC2)cc1
21	N#C/C(=C\c1ccc(OCc2ccc(F)cc2)cc1)C(=O)Nc1cccc(C(=O)O)c1
22	CCc1ccc(-c2cc3c(=O)n(CC(=O)NCCCN4CCN(Cc5ccccc5)CC4)nc(C)n3n2)cc1
23	O=C(CN(Cc1cccs1)C(=O)CSc1nnc(COc2ccccc2)o1)NC1CCCC1
24	COc1ccc(S(=O)(=O)c2nnn(-c3ccccc3Cl)c2N)cc1

Screen / compound no.	17	18	19	20	21	22	23	24
Gli-Sufu block	1	-12	-91	-7	-10	23	7	8
Jurkat NFkB inh	18	-5	/	-11	-73	-13	10	-3
CXCR6 block	4	-5	-16	-2	3	-2	9	9
Mdm2-MdmX inh	32	-10	/	11	-10	97*	20	17
EBI2 block	13	-16	14	4	4	-2	12	-13
UPR XBP1 act	-5	0	/	-3	2	25	-3	0
CCR6 antag	14	8	-13	-4	18	20	8	17
CHOP UPR activ	1.5	0.9	/	-0.5	8.1	14	-0.8	-2.4
697 NFkB inh	-20	-11	/	-2	15	-22	-6	-12

25	CN1/C(=C\C(=O)COC(=O)c2ccccc2O)C(C)(C)c2ccccc21
26	O=[N+]([O-])CC(c1ccccc1)c1c[nH]c2ccccc12 (stereo not drawn)
27	COc1cc(NS(=O)(=O)c2ccc(NC(=O)/C=C/C(=O)O)cc2)nc(OC)n1
28	CC(C)=CC(=O)NCCc1ccccc1
29	CN(C(=O)c1cc2n(n1)C(C(F)(F)F)CC(c1ccco1)N2)c1ccccc1 (stereo not drawn)
30	NC(=O)c1c(N)sc2c1CCCCC2
31	Cc1ccc(N(CC(=O)Nc2c(C)cccc2C)S(C)(=O)=O)cc1
32	COc1ccc(N2CCN(c3oc(COc4ccccc4)nc3C#N)CC2)cc1

Screen / compound no.	25	26	27	28	29	30	31	32
Gli-Sufu block	2	0	-9	-45	3	-4	28	7
Jurkat NFkB inh	9	20	-4	-82	16	10	-7	11
CXCR6 block	-9	-3	0	3	-10	12	-1	10
Mdm2-MdmX inh	11	34	9	-31	19	16	-12	-16
EBI2 block	-6	-20	0	2	-12	0	0	37
UPR XBP1 act	-4	1	-1	1	3	-5	-3	-3
CCR6 antag	20	24	-4	17	-5	11	3	8
CHOP UPR activ	0.9	1.6	1.4	1.5	-0.3	0.5	0.6	0.7
697 NFkB inh	18	-40	9	-79	21	8	8	0

33	Cc1c(C)n(CC(O)CN2C(=O)c3ccccc3S2(=O)=O)c2ccccc12 (stereo not drawn)
34	CCC(=O)C1CCCN(C(=O)c2ccc(OC3CCN(C(=O)CCOC)CC3)cc2)C1 (stereo not drawn)
35	C/C(=N\Nc1ccc(C(F)(F)F)cn1)c1ccc(S(=O)(=O)NCc2ccco2)cc1
36	Cc1ccc(OCc2nc(C#N)c(N3CCCCC3)o2)cc1
37	COC(=O)CN1C(=S)N(Cc2ccccc2)C(=O)C1CC(=O)Nc1ccc(Br)cc1 (stereo not drawn)
38	CC(C)OCC(O)CN1CCN(CC(O)COc2ccc3c(c2)OCO3)CC1 (stereo not drawn)
39	Cc1ccn2c(CNCCCn3cccn3)c(C(=O)N3CCCCCC3)nc2c1
40	C[C@@H]1CC2[C@@H]3CC[C@H]4CC(=O)CC[C@]4(C)C3=CC[C@]2(C)[C@@]1(O)C(=O)CO (stereo partly drawn)

Screen / compound no.	33	34	35	36	37	38	39	40
Gli-Sufu block	12	-1	-3	-4	4	2	3	16
Jurkat NFkB inh	-4	5	11	-8	6	-4	-2	3
CXCR6 block	0	-6	3	6	0	4	-3	-10
Mdm2-MdmX inh	11	2	21	17	44	6	3	8
EBI2 block	3	-11	-12	20	9	-2	-5	3
UPR XBP1 act	-2	0	1	-1	-2	0	-1	-4
CCR6 antag	-1	-7	10	17	8	-14	-3	-7
CHOP UPR activ	0.1	2.1	3.7	1.2	0.0	-2.2	-2.2	2.6
697 NFkB inh	7	20	-24	-26	14	-1	-13	8

41	CCOC(=O)CNC(=O)CSc1nnc(Cn2cnc3ccccc32)n1C
42	O=C(CSc1nnc(COc2ccccc2)o1)N1CCOCC1
43	Cc1ccc(C)c(CSc2ncccc2C(=O)O)c1
44	CCOc1ccc(NC(=O)c2cccs2)c([N+](=O)[O-])c1
45	O=C(CN1C(=O)C(=O)N(C2CCCC2)C1=O)NCCc1ccc(Cl)cc1Cl
46	COc1cc([N+](=O)[O-])ccc1-c1ccc(/C=N\n2cnnc2)o1
47	Cc1nc(OCc2ccccc2)c2ccccc2n1
48	C#CCNC(=O)C1=C[C@H](c2ccc3c(c2)OCO3)[C@@H](CCCO)[C@H](OCC)O1

Screen / compound no.	41	42	43	44	45	46	47	48
Gli-Sufu block	1	1	26	-65	-2	1	12	0
Jurkat NFkB inh	-8	-8	-12	-58	-12	4	13	4
CXCR6 block	-2	-1	0	-2	-5	-1	4	-2
Mdm2-MdmX inh	-2	-13	2	-113	-15	16	9	16
EBI2 block	-9	-11	1	-3	2	-14	-2	-5
UPR XBP1 act	-1	1	0	2	2	-6	-1	-3
CCR6 antag	2	4	-12	7	-9	2	16	1
CHOP UPR activ	1.5	1.4	2.8	5.4	-2.5	10	1.5	-1.2
697 NFkB inh	-5	-10	-24	-137	-29	8	-10	9

49	C/C(=C\c1ccco1)C1C(C#N)=C(N)Oc2n[nH]c(-c3ccccc3)c21 (stereo not drawn)
50	Cc1nn(C)c(C(=O)N/N=C/c2ccc(C(F)(F)F)cc2)c1[N+](=O)[O-]
51	C[C@H](CO)N1C[C@H](C)[C@@H](CN(C)Cc2ccc3c(c2)OCO3)Oc2c(NS(C)(=O)=O)cccc2C1=O
52	COc1ccc(-c2nc(-c3ccccc3)nc(N3CCN(C)CC3)c2C#N)cc1
53	Cc1ccc(OCc2nnc(SCC(=O)O)n2-c2ccccc2)cc1
54	Cc1ccc(C2(C)NC(=O)N(CC(=O)N(Cc3ccccc3)C(C)(C)C)C2=O)cc1 (stereo not drawn)
55	COc1ccccc1C(CNC(=O)C(C)(C)Oc1ccc(Cl)cc1)N1CCCC1 (stereo not drawn)
56	NS(=O)(=O)c1cccc(NC(=O)Cn2cnc3ccccc3c2=O)c1

Screen / compound no.	49	50	51	52	53	54	55	56
Gli-Sufu block	11	-7	-4	5	5	23	7	3
Jurkat NFkB inh	8	-8	-6	13	-12	0	-12	0
CXCR6 block	3	2	2	8	-7	5	13	-8
Mdm2-MdmX inh	-25	8	6	47	-5	17	40	11
EBI2 block	5	-1	-12	17	8	4	-13	-31
UPR XBP1 act	2	0	-1	10	-5	-3	-1	0
CCR6 antag	21	-14	4	10	0	-3	6	7
CHOP UPR activ	-1.4	1.0	-0.9	-0.3	-0.4	-0.5	0.5	1.0
697 NFkB inh	-15	-14	-11	16	4	-2	-13	0
